# CHT allo act: human CHT allosteric activation; B-score at 10 µM; CHT-expressing cells, membrane potential dye, choline EC20; hits give high values; LV-AA mutant CHT in HEK293 cells; 310,000 compounds, 0.49% hits;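 active means initial fluorescence not abnormally high and integrated response B-score, plate-corrected, over 3 SD above library mean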
# Target sequence (Q9GZV3 whole entry, looked up): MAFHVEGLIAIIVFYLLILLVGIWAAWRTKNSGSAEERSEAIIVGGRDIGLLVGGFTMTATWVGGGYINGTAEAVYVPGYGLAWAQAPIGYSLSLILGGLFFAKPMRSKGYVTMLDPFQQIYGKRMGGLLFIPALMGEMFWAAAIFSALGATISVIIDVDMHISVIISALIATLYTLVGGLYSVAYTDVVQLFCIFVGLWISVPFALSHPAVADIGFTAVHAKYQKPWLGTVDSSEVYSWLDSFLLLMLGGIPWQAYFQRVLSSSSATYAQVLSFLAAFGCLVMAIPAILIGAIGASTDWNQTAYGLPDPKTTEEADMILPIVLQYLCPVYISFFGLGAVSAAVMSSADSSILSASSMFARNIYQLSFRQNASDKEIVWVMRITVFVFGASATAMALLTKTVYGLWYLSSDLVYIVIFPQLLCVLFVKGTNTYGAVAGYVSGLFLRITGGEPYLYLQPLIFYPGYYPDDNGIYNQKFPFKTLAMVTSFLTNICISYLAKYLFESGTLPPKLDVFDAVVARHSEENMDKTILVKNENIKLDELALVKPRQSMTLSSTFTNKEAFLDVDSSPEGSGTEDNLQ
# OX1R antagonist: human HCRTR1 antagonism; O43613; CHO/OX1R cells, Fluo-8 calcium fluorescence, orexin A; inhibition, % at 5 µM; 330,000 compounds, 0.43% hits; AID 434989;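 active means inhibition above its plate's threshold, mean inhibition of all tested compounds on the plate plus 3 SD, cut at about 37% in these data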;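 further: 0% = orexin A challenge wells and 100% = SB-334867-A antagonist wells; not every result past the cut was called active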
# Target sequence (O43613 whole entry, looked up): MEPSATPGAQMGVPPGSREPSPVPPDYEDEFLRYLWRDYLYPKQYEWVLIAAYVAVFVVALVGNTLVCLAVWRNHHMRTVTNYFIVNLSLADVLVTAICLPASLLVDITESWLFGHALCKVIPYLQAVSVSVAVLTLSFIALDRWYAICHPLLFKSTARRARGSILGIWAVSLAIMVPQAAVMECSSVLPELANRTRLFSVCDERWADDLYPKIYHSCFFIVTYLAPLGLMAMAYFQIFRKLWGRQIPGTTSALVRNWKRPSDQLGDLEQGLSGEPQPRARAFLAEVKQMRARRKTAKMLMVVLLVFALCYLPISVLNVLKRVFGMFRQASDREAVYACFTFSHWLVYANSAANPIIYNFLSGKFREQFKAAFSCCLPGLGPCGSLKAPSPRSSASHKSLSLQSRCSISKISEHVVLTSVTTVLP
# Active calls of the source: *; i = inactive; . = not tested or not shown. Compounds as they come; any-hit rate near 0.83%.
smiles | CHT allo act | OX1R antagonist
Cc1ccc(C)c(NC(=O)CN(C)C(=O)c2cccc(S(=O)(=O)N(C)C)c2)c1 | i | -18
CC(C)c1ccc(N=c2c([N+](=O)[O-])nn(-c3ccc4c(c3)OCCO4)n2O)cc1 | i | -24
CC(C)(C)c1nc(Sc2ccc([N+](=O)[O-])cn2)n[nH]1 | i | -15
Clc1ccc(C2=NNC(=NCC3CCCO3)SC2)cc1 (configuration not stated) | i | -26
CC(=O)N1N=C(c2cccc([N+](=O)[O-])c2)OC1(C)c1cccs1 (configuration not stated) | i | -27
C/C(=N\NC(=O)c1nnn(-c2nonc2N)c1-c1cccs1)c1ccncc1 | i | -28
COc1ccc(N2C(=O)C3CCCN3C2c2cccc(OC)c2)cc1 (configuration not stated) | i | -19
COc1ccc(C2CC(=O)Oc3cc(O)cc(O)c32)cc1 (configuration not stated) | i | 18
O=c1[nH]c2cc3c(cc2cc1C(c1nnnn1C1CCCCC1)N1CCSCC1)OCCO3 (configuration not stated) | i | -9
COc1ccc(OC)c(-c2csc(CCn3nc(C)cc3C)n2)c1 | i | -34
Cn1c(Cn2c(=O)sc3ccccc32)nnc1SCC(=O)Nc1cccc(Cl)c1 | i | -27
Cc1nc2ccccc2c(=O)n1/N=C/c1cc(Br)ccc1O | i | -6
Cc1ccc(NC(=O)CCN2C(=O)c3cccc4cccc(c34)C2=O)cc1 | i | -20
CCNc1nc(NC(C)C)nc(N(C)C#N)n1 | i | -6
O=C(NC(=O)N1CCCCCC1)c1ccccc1 | i | -17
O=C(/C=C/c1ccc(F)cc1)Nc1cc(S(=O)(=O)N2CCOCC2)ccc1N1CCCC1 | i | -13
CCOC(=O)N1CCN(C(=O)c2ccc3c(=O)n(CCC4=CCCCC4)c(=O)[nH]c3c2)CC1 | i | -32
Cc1ccc(Sc2cc(C(=O)NCCCN(C)C)c3ccccc3n2)cc1 | i | -18
CCc1nnc(NS(=O)(=O)c2ccc(NC(=S)NC(=O)/C=C/c3ccc(C(C)C)cc3)cc2)s1 | i | 36
Cc1ccc(NC(=O)CNc2ccc(Cl)c(Cl)c2)cc1S(=O)(=O)N(C)C | i | -15

# A second format for 3 compounds above.
> CCNc1nc(NC(C)C)nc(N(C)C#N)n1
  CHT allo act: i
  OX1R antagonist: -6
> O=C(NC(=O)N1CCCCCC1)c1ccccc1
  CHT allo act: i
  OX1R antagonist: -17
> O=C(/C=C/c1ccc(F)cc1)Nc1cc(S(=O)(=O)N2CCOCC2)ccc1N1CCCC1
  CHT allo act: i
  OX1R antagonist: -13

# Continuation:
smiles | CHT allo act | OX1R antagonist
CC(C)(C)CN1CCC(Oc2cccc(C(=O)N3CCNC(=O)C3(C)C)c2)CC1 | i | -10
CCOc1ccc2nc(SCC(=O)Nc3ccc4c(c3)OCO4)sc2c1 | i | -34
CC(C)C(=O)NNS(=O)(=O)c1ccccc1[N+](=O)[O-] | i | -5
CN(C)CCn1cnc2c(c1=N)C(c1ccccc1)c1ccc3ccccc3c1O2 (configuration not stated) | i | -13
CCOC(=O)C1C(=O)CC(C)(O)C(C(=O)OCC)C1c1ccc(OCC)cc1 (configuration not stated) | i | 8
CC1(C)CC(=O)C2=C(C1)N(c1ccccc1)C(=O)CC2c1ccc(O)cc1 (configuration not stated) | i | -16
CC(C)Oc1ccc(Cl)cc1Nc1nc(NCCO)nc(N2CCCC2)n1 | i | -16
COc1ccccc1CNC(=O)CSc1nc2nc(C)cc(C)n2n1 | i | -26
O=C(COC(=O)CNC(=O)C1CCCCC1)Nc1cc(C(F)(F)F)ccc1Cl | . | -1
Cc1c(C(=O)OC2CCC(C)CC2)[nH]c2c1C(=O)CCC2 (configuration not stated) | i | -27
CC(C)NC(=O)CC1C(=O)N(Cc2ccccc2)C(C)c2nc3ccccc3n21 (configuration not stated) | i | -20
COC(=O)C1N[C@@H]([C@@H](NC(=O)COc2ccccc2)C(=O)Nc2ccc(OC)cc2)SC1(C)C (some centres not stated) | i | -12
COCC(=O)N1CCC(Oc2ccc(C(=O)NCc3cc(C)n(C)n3)cc2)CC1 | i | .
C(=N\n1cnnc1)/c1cccnc1 | i | -8
O=C(Nc1ccc(N2CCOCC2)cc1)C1CCCCN1S(=O)(=O)c1ccccc1 (configuration not stated) | i | -61
O=C(NCCCCNC(=O)c1ccc(Br)cc1)c1ccc(Br)cc1 | i | -6
OC(CNC1CCCCCC1)COc1cccc2ccccc12 (configuration not stated) | i | -21
COc1ccc(/C=N/NC(=O)c2cccc(NC(=O)c3ccccc3Cl)c2)c(OC)c1 | i | -11
COc1ccc(NS(=O)(=O)c2ccc(N3CCCC3)c(N)c2)cc1 | i | -6
CC(C)NC(=O)[C@]1(C)CCC[C@@]2(C)C3CC[C@@]4(C)C[C@]3(CCC21)CC4=O (some centres not stated) | . | -14
O=S(=O)(Nc1ccccc1N1CCCCC1)c1ccc(F)cc1 | i | -29
CCOC(=O)N1CCc2c(sc(NC(=O)c3ccc(Cl)s3)c2C(N)=O)C1 | i | -10
Cc1sc2ncn3cnnc3c2c1C | i | -19
Cc1c(-c2cccs2)[n+](=O)c2c(n1[O-])CCCCC2 | i | -11
Cc1cccc2[nH]c3c(N4CCN(C(=O)c5ccco5)CC4)ncnc3c12 | i | -21
Cc1noc(C)c1CSCC(=O)Nc1nc(-c2ccc(F)c(F)c2)cs1 | i | 21
COC(=O)C(NC(C)=O)(Nc1nc(C)cs1)C(F)(F)F (configuration not stated) | i | -5
c1cnc(N2CCN(c3nc4ccccc4n4cnnc34)CC2)nc1 | i | 1
CC(C)(C)NC(=S)NC(=O)C12CCC3CC(CC(C3)C1)C2 | i | -27
Cc1cc(C)n(-c2ccc(C(=O)N3CCN(c4ccccn4)CC3)cc2)n1 | . | -25
Cc1cc(OCCOCCNC(C)C)cc(C)c1Cl | i | -13
CC1CCCCC1NC(=O)COC(=O)c1cc(=O)c2ccccc2o1 (configuration not stated) | i | -9
CC(C)(C)OC(=O)N[C@@H](CC(=O)OCc1ccccc1)C(=O)O | i | -12
COc1ccc(S(=O)(=O)N(CCc2ccccc2)CC(=O)O)cc1Cl | i | 0
O=C(CCSc1ccccc1)NCC1CCCO1 (configuration not stated) | i | -6
Cc1ccc(CNC(=O)Cc2ccc(NC3=NC4CS(=O)(=O)CC4S3)cc2)cc1 (configuration not stated) | i | -16
CCn1cc(CN2CCCC(C(=O)c3ccc(-c4ccccc4)cc3)C2)cn1 (configuration not stated) | i | -8
COc1cc(C)nc(N2CCC(C(=O)NCC3CCCO3)CC2)n1 (configuration not stated) | i | -11
COc1ccc(NC(=O)Nc2ccc3c(c2)C(=O)N([C@H](C)CO)C[C@H](C)[C@@H](CN(C)S(=O)(=O)c2cccs2)O3)cc1 | . | -9
CCOC(=O)C1=C(C)Nc2sc(C(=O)c3ccc(Br)cc3)c(N)c2C1c1ccc(C(=O)OC)cc1 (configuration not stated) | i | -6

# Complete entries from above.
# CC(C)(C)OC(=O)N[C@@H](CC(=O)OCc1ccccc1)C(=O)O in the list: CHT allo act = i; OX1R antagonist = -12
# COc1ccc(NC(=O)Nc2ccc3c(c2)C(=O)N([C@H](C)CO)C[C@H](C)[C@@H](CN(C)S(=O)(=O)c2cccs2)O3)cc1 in the list: CHT allo act = .; OX1R antagonist = -9

# Following part.
smiles | CHT allo act | OX1R antagonist
Cc1ccc(C(=O)OCC(=O)NCc2cccs2)cc1S(=O)(=O)N1CCOCC1 | i | -28
O=C(NCc1ccccn1)c1cc(-c2ccc(Cl)cc2)oc1C(F)(F)F | i | -9
O=C(Nc1ccccn1)c1cccc(S(=O)(=O)N2CCCCC2)c1 | i | -10
Cc1ccc2cc(C#N)c(N3CCCN(C(=O)C4CCCO4)CC3)nc2c1 (configuration not stated) | i | -28
COCCn1c(C)c(C(=O)O)sc1=S | i | 4
O=C(Nc1ccc(C(=O)O)cc1)/C(=C\c1ccc2c(c1)OCO2)NC(=O)c1ccccc1 | i | -1
CCCCCCn1c(N2CCC(C(N)=O)CC2)nc2c1c(=O)[nH]c(=O)n2C | i | -5
Cc1cc(C)c(C(=O)CSc2n[nH]c(-c3ccncc3)n2)c(C)c1 | i | -21
Cc1cc(-c2ccccc2)cc(-c2ccccc2)[n+]1C | 6.8* | 3
COCCCNC(=O)c1sc2ncn(CC(=O)Nc3ccc(C)c(Cl)c3)c(=O)c2c1C | i | -24
COc1ccccc1-n1c(SCC(=O)N2CCc3ccccc32)nc2c(c1=O)SCC2 | i | -32
CCOC(=O)c1c(NC(=S)Nc2ccccc2)sc2c1CCN(CC)C2 | i | -14
Cc1ccc(S(=O)(=O)N2N=C3CCCCC3C2(O)C(F)(F)F)cc1 (configuration not stated) | i | -16
Cc1ccc(Cl)cc1N1CCN(C(=O)C2CCN(S(=O)(=O)c3cccnc3)CC2)CC1 | i | 21
COc1ccccc1Nc1nc(N)nc(CN2CCOCC2)n1 | i | -1
CS(=O)(=O)N1CCN(c2cnn(-c3ccccc3)c(=O)c2Cl)CC1 | i | -13
CCOc1cccc(C2C(C(=O)c3cccs3)=C(O)C(=O)N2Cc2cccnc2)c1 (configuration not stated) | i | -2
O=C(COC(=O)c1ccccc1OCc1ccc(Cl)cc1)NCC1CCCO1 (configuration not stated) | . | -14
COc1ccc2cc(C(=O)N3CCCCCC3)sc(=O)c2c1OC | i | -21
CO/N=C(/CNC(=O)c1cccc(Cl)c1)c1ccc(Cl)cc1 | i | -12
Cc1onc(-c2ccccc2)c1C(=O)N1CCc2ccccc21 | i | -34
Cc1ccc(C)c(N2CCN(C(=O)c3ccc4nc(N5CCOCC5)sc4c3)CC2)c1 | i | -4
O=C(Cn1nnc(-c2ccccc2Cl)n1)NCc1ccc2c(c1)OCO2 | i | -20
Cc1ccc(S(=O)(=O)Nc2cccc(C(=O)NCCCn3ccnc3)c2)cc1F | i | -14
COc1cccc(CN2CCNC(=O)C2CC(=O)N(C)C2CCCCC2)c1OC (configuration not stated) | i | -33
COC(=O)COC(=O)c1ccc(Oc2nc(OC)nc(N(C)C)n2)cc1 | i | -9
Oc1ccccc1/C=N/Nc1nc2ccccc2o1 | i | -18
Cc1occc1C(=O)Nc1ccc(S(=O)(=O)N2CCCC2)cc1 | i | -17
COc1cccc(C2NC(=S)NC(C)=C2C(=O)c2ccccc2)c1OC (configuration not stated) | i | -12
CCc1ccc(/C=C2\Oc3cc(OC(=O)N4CCOCC4)ccc3C2=O)cc1 | i | -30

# Four entries from above, with values under each structure:
# Order of results – CHT allo act, OX1R antagonist
- COc1cccc(CN2CCNC(=O)C2CC(=O)N(C)C2CCCCC2)c1OC (configuration not stated)
  i, -33
- Cc1ccc(C)c(N2CCN(C(=O)c3ccc4nc(N5CCOCC5)sc4c3)CC2)c1
  i, -4
- Cc1ccc(S(=O)(=O)Nc2cccc(C(=O)NCCCn3ccnc3)c2)cc1F
  i, -14
- COC(=O)COC(=O)c1ccc(Oc2nc(OC)nc(N(C)C)n2)cc1
  i, -9

# Next results:
smiles | CHT allo act | OX1R antagonist
CC(=O)c1ccc(NC(=O)CN2C(=O)COc3ccc(Cl)cc32)cc1 | i | -9
Cc1c(NC(=O)CN2C(=O)NC(C)(c3ccccc3)C2=O)c(=O)n(-c2ccccc2)n1C (configuration not stated) | i | -7
CCC(C)N(C(=O)COC(=O)CSc1ccc(C)c(C)c1)C1CCS(=O)(=O)C1 (configuration not stated) | . | -28
CC(C)(C)NC(=O)CN(Cc1cccs1)C(=O)CCN1CCc2ccccc21 | i | -29
O=C(Cn1nnc(-c2ccc(OCc3ccccc3F)cc2)n1)N1CCOCC1 | i | 2
Cc1nnc(SCC(=O)c2cc(C)n(C3CC3)c2C)s1 | i | -27
C(=N\NCc1ccccc1)/c1ccc2nccnc2c1 | i | -22
O=C(CSc1ncn[nH]1)Nc1ccnc2ccccc12 | i | -16
C=CCn1c(SCC(=O)N2CCN(c3ccc(F)cc3)CC2)nnc1-c1ccco1 | i | -21
COc1cc([N+](=O)[O-])ccc1NC(=O)CCCOc1ccccc1 | i | -17
NC(=O)N1N=C2/C(=C/c3ccccc3)CCCC2C1c1ccccc1 (configuration not stated) | i | -10
CC(C)(C)C(=O)Nc1cc2c3c(c1)CC(=O)N3CCC2 | i | -6
Cc1cc(OCCCC(=O)NCCc2nnc3ccccn23)ccc1Cl | . | -19
CC(=O)c1coc2ccc(OCC(=O)O)cc12 | i | 5
Cc1ccc(N2CCN(S(=O)(=O)c3ccc(F)cc3)CC2)c(C)c1 | i | -13
CCc1cccc(Nc2c3c(nc4ncnn24)CCC3)c1 | i | -21
CC1=CCC2C(=O)N(c3cccc(C(=O)NCc4ccccc4)c3)C(=O)C2C1 (configuration not stated) | i | -4
CN(C(=O)c1cccc(NC(=O)C2CCN(C(=O)OC(C)(C)C)CC2)c1)C1CCC1 | . | -12
CN(C)C(=S)NC(=NCc1ccc([N+](=O)[O-])cc1)c1ccccc1 | i | -7
CCN(CC(=O)NC1CCS(=O)(=O)C1)C(C)C(=O)Nc1ccc(F)cc1 (configuration not stated) | . | -10
Oc1ccc(N=Nc2nccs2)c(O)c1 | i | -45
COc1ccc(C2(C(=O)Nc3cc(C)on3)CCOCC2)cc1 | i | -9
CCN(CCCNC(=O)c1[nH]c(C)c(C(C)=O)c1C)c1ccccc1 | i | -27
Cc1cc(C)nc(-n2ncc3c2CC(c2cccc(Cl)c2)CC3=O)n1 (configuration not stated) | i | -24
CCOc1ccc(-c2nnc(-c3ccncc3)o2)cc1 | i | -16

# Screening results: PubChem, several laboratories
